FLuc counter = inhibits or activates purified firefly luciferase, miR-21 counter-screen; P08659; Potency, µM (top dose mostly 57.5 µM), for inactives: at the top dose activity change, negative = inhibition, usual class: inhibitors; actives 6.9% (n = 360,000); AID 588342; purified FLuc, Km substrates, luminescence inhibition;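 note: plate controls were vehicle for no effect and reference inhibitor for full effect; nearly all actives have a fitted effect of over 55% in size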
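Purified P. pyralis luciferase, 10 nM final, with Km-level 10 uM D-luciferin and 10 uM ATP in 50 mM Tris acetate pH 7.5, 10 mM Mg acetate, 0.01% Tween-20, 0.05% BSA; 6-point qHTS titration about 60 µM downward; luminescence read.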
uPA surface inh = cell surface uPA generation inhibition. cell surface uPA generation assay, qHTS. Potency, µM (series often up to 38.3 µM), inactives show at the highest dose activity change, negative = inhibition, hits mostly inhibitors. actives 0.31% (n = 330,000); active = well fitted inhibition curve with a large enough effect; inconclusive = small, poorly fitted or top-dose-only effect; inactive = no such curve, though single readings can be large or run the other way; tested in mouse RAW 264.7 cells; note: % is set by controls: 0 for no effect and ±100 for the full control effect; nearly all actives have a fitted effect of over 55% in size
Rab9 prom act = activates the Rab9 promoter. actives 2.8% (n = 320,000). Huh7 Rab9 promoter-luciferase reporter, luminescence, 24 h. Potency, µM (titrated, usually from 9.22 µM), inactives show at the highest dose activation, negative = inhibition, usual class: activators; note: % of control where 0% means no effect; nearly all actives have a fitted effect of over 60% in size
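Luminescence read-out: Huh7 cells stably expressing Rab9-luciferase, treated 24 h with compound at 37 °C, then lysed with luciferase reagent for 10 min at ambient before reading.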
NPC1 prom act = NPC1 promoter activation; actives 2.4% (n = 320,000); Potency, µM (titrated, usually from 9.22 µM), inactives show top-dose activation, most hits filed as activators; Huh7 NPC1 promoter luciferase reporter, 24 h;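 note: % of control where 0% means no effect; nearly all actives have a fitted effect of over 60% in size; reporter is driven by a mutant NPC1 promoter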
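Compounds in DMSO were transferred onto Huh7 NPC1-luciferase reporter cells pre-incubated 2 h; after 24 h at 37 °C, Amplite reagent was dispensed and luminescence recorded 10 min later.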
MLL CXXC-DNA inh = inhibitors of human MLL CXXC domain-DNA interaction; actives 0.037% (n = 290,000); AID 2662; MLL-CXXC / FITC-HOXA9 DNA fluorescence polarization; Q03164; Potency, µM (series often up to 115 µM), inactives show at the top dose activity change, negative = inhibition, usual class: inhibitors; active = well fitted inhibition curve with a large enough effect in the polarisation, with a control signal flat, not every such curve was filed as active; inconclusive = small, poorly fitted or top-dose-only effect, or effect the other way, or a change in a side signal; inactive = no such curve, though single readings can be large or run the other way; the % refers to the polarisation
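Purified MLL-CXXC (added from a 7 uM solution) was preincubated 5 min at ambient with pinned compounds in 50 mM Tris-HCl pH 7.5, 50 mM NaCl, 1 mM DTT, 0.05% BSA. Fluorescein-labeled HOX-A9 DNA (50 nM solution) followed, 30 min, then polarization read.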
RORg inh = inhibitors of mouse ROR gamma transcriptional activity; Drosophila S2 Gal4-RORgamma UAS-luciferase reporter, 20 h; Potency, µM (titrated, usually from 53.6 µM), for the others: at the highest dose activity change, negative = inhibition, usual class: inhibitors; actives 5.4% (n = 310,000); AID 2551; note: % is set by controls: 0 for no effect and ±100 for the full control effect; nearly all actives have a fitted effect of over 60% in size
Target sequence (P51450 whole entry, looked up, the tested form may be a part): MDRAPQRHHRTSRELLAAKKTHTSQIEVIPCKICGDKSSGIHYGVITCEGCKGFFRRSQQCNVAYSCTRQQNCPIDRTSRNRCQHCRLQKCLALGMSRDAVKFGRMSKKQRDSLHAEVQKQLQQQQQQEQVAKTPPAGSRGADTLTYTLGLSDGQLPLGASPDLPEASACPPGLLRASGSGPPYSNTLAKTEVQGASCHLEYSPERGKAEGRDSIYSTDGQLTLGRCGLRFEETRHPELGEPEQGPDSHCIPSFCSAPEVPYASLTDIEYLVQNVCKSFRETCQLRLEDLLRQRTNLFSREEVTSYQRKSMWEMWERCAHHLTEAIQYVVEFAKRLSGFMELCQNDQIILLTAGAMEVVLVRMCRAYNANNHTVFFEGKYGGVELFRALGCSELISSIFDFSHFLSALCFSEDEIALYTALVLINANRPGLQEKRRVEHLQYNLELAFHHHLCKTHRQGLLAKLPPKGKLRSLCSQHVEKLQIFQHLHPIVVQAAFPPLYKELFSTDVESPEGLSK
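A Gal4/UAS one-hybrid system in insect cells: metallothionein-promoter Gal4–ROR gamma fusion plus Photinus luciferase reporter. Copper sulfate 700 uM final, 20 hr ambient incubation, luminescent detection after 10 min with reagent.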
BRCA1 expr act = increases BRCA1 expression; actives 1.1% (n = 380,000); Potency, µM (titrated, usually from 46.1 µM), inactives show at the top dose activation, usual class: activators; AID 624202; MCF7-BRCA1-FFLuc reporter, luminescence, 48 h; response scale: scaled: vehicle 0%, 10 µM genistein 100%; note: nearly all actives have a fitted effect of over 80% in size; some results filed as inactive show a strong effect at the top dose
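Using MCF7 cells harboring a BRCA1 firefly luciferase reporter, plated 2 h before compound pinning, the screen measured luminescence after 48 h incubation. Responses were normalized to DMSO and 10 microM genistein, then fitted for concentration-effect.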
p53 reactivation = mutant p53 re-activation in reporter cells | actives 0.063% (n = 320,000) | Potency, µM (doses to about 92.2 µM), for the others: top-dose activity change, positive = activation, usual class: activators | H1299 p53-A138V BP100-luciferase reporter, luminescence, 24 h; note: % of control where 0% means no effect; nearly all actives have a fitted effect of over 45% in size
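p53-null H1299 cells stably carrying temperature-sensitive p53-A138V and a BP100-luciferase reporter were pinned with compounds (4-point, 1:5 series) and held 24 hrs at 37 deg C. Luminescence was read 10 min after detection reagent.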
MBNL1-CUG inh = MBNL1-poly(CUG) RNA binding inhibition | Q9NR56 | AID 2675 | Potency, µM (top dose mostly 57.5 µM), inactives show at the highest dose activity change, negative = inhibition, most hits filed as inhibitors | actives 0.036% (n = 280,000) | TR-FRET MBNL1-His/biotin-(CUG)12 binding, 665/545 ratio; active = well fitted inhibition curve with a large enough effect in the signal ratio, with a control signal flat, not every such curve was filed as active; inconclusive = small, poorly fitted or top-dose-only effect, or effect the other way, or a change in a side signal; inactive = no such curve, though single readings can be large or run the other way; the % refers to the signal ratio; note: % is set by controls: 0 for no effect and ±100 for the full control effect
Target sequence (Q9NR56 whole entry, looked up): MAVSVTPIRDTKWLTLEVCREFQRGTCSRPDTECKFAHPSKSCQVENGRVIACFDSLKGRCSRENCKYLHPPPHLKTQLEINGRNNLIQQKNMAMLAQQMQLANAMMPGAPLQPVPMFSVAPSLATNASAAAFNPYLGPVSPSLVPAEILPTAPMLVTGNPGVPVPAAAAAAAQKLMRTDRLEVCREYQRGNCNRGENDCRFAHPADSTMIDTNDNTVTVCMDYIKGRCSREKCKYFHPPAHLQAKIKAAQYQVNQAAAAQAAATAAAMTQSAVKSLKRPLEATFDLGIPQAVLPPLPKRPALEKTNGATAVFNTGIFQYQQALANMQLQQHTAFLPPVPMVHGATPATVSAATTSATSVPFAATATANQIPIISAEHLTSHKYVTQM
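Inhibition of protein-RNA binding appears as loss of TR-FRET between terbium anti-His antibody on MBNL1-His and streptavidin-XL665 on biotin-(CUG)12. Activity is normalized to buffer-only and uninhibited-complex controls.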
ELG1 genotox = inducers of genotoxicity in HEK293T ELG1-luciferase cells; HEK293T ELG1-luciferase reporter, luminescence, 16 h; Potency, µM (series often up to 46 µM), for the others: at the top dose activity change, positive = activation, actives largely listed as activators; actives 1.3% (n = 330,000); note: % of control where 0% means no effect; nearly all actives have a fitted effect of over 60% in size
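Genotoxicity was scored as increased ELG1-luciferase reporter signal, measured by ONE-Glo luminescence (30 min, room temperature). Compound or vehicle exposure of the HEK293T reporter cells lasted 16 hr at 37°C.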
VP16 counter = inhibits Gal4-VP16 luciferase reporter, ROR gamma counter-screen; Drosophila S2 Gal4-VP16 UAS-luciferase, luminescence, 20 h; Potency, µM (top dose mostly 53.6 µM), without a hit: at the highest dose activity, negative = inhibition, hits mostly inhibitors; actives 3.5% (n = 310,000); AID 2546;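 note: Gal4-VP16 expression switched on by copper sulfate through the metallothionein promoter; % is set by controls: 0 for no effect and ±100 for the full control effect; nearly all actives have a fitted effect of over 50% in size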
Numbers without * were called inactive; ? = inconclusive; / = not tested or not shown; & = joins results of further samples; [ ] = dose if it differs, or a comment. Unless noted, calls come from the whole dose curve; as a rule, active = well fitted curve in the direction sought with a large enough effect; inconclusive = small, poorly fitted or top-dose-only effect, or another doubt; inactive = no such curve, though single readings can be large; an effect the other way counts as inactive or inconclusive. Potency is the fitted concentration of half-maximal effect. Some of the compounds tested, so the mix of outcomes need not match the whole.

compound	FLuc counter	uPA surface inh	Rab9 prom act	NPC1 prom act	MLL CXXC-DNA inh	RORg inh	BRCA1 expr act	p53 reactivation	MBNL1-CUG inh	ELG1 genotox	VP16 counter
CCC1(OC(=O)c2ccccc2)CC(C)N(C)CC1C (configuration not stated)	0%	-5%	-3%	2%	4%	/	-8%	/	-2%	-1%	/
c1ccc2c(CN3CCOCC3)c[nH]c2c1	1%	-21%	0%	2%	-2%	-9%	/	2%	2%	-6%	3%
CNCCc1c[nH]c2ccc(O)cc12	/	-57%	-7%[46.1 µM]	0%[46.1 µM]	-16%	5%	14%	/	/	/	1%
O=c1[nH]c(=O)n(CCc2ccc(F)cc2)c(O)c1C=NCc1ccc2c(c1)OCO2	-1%	/	-5%	0%	92%[activator]	8%	1%	-6%	-4%	?	-14%[0.365 µM]
CCOc1cc2c(cc1OCC)-n1cccc1C(c1ccc(F)cc1)NC2 (configuration not stated)	3%	-22%	2%	0%	-7%	4%	-15%	-7%	11%	-5%	4%
O=c1[nH]c(=O)n(-c2ccc(Br)cc2)c(O)c1C=NC(CO)(CO)CO	-3%	1%	-3%	1%	-2%	0%	-9%	1%	4%	-1%	-14%
CC1CC2(O)c3nonc3CCC2N1O (configuration not stated)	4%	2%	9%	-1%	3%	-14%	-2%	-3%	1%	0%	1%
O=C(NCCCN1CCOCC1)C(Cl)(Cl)Cl	3%	3%	-7%	1%	10%	-4%	-2%	3%	/	-1%	-9%
O=C(O)c1ccccc1S	6%	/	3%	-2%	-2%	9%	/	2%	?	-2%	3%
CCC(=NCCN1CCOCC1)c1c(O)n(-c2ccccc2C)c(=O)[nH]c1=O	6%	0%	0%	?	-1%	9%	0%	-4%	-4%	-1%	-3%

(next part)
compound	FLuc counter	uPA surface inh	Rab9 prom act	NPC1 prom act	MLL CXXC-DNA inh	RORg inh	BRCA1 expr act	p53 reactivation	MBNL1-CUG inh	ELG1 genotox	VP16 counter
COC(=O)CN1C(=O)CN=C(c2ccccc2Cl)c2cc(Br)ccc21	1%	0%	-9%	-1%	-2%	26%	-7%	1%	5%	-5%	0%
O=c1[nH]c(=S)[nH]c(O)c1/C=C1/C=c2ccccc2=N1	?	-1%	0%	-1%	?	13µM*	-56%	3%	-6%	-14%	13µM*
CC(C)CCn1c(N)c(C(=O)NCc2cccs2)c2nc3ccccc3nc21	3%	/	8%	-1%	12%	13%	-56%	-25%	-9%	-8%	-10%
Cc1ccc2cc(C=C(C#N)C#N)c(Cl)nc2c1	-14%	-10%	1%	-3%	2%	?	-39%	0%	/	?	?
CN(C)CC/C=C1/c2ccccc2Sc2ccc(Cl)cc21	0%&1%	20%&-16%	1%&-7%	-1%&-6%	2%	3%&15%	6%&-4%	-8%&-2%	/	13%&-4%	6%&-2%
CN(C)CCNC(=O)c1cccn(Cc2cc(C(F)(F)F)cc(C(F)(F)F)c2)c1=O	-2%	-8%	-2%	-4%	2%	0%	0%	4%	-6%	3%	10%
CCOP(=O)(OCC)C(NC(=O)c1cccc(C)c1)C(Cl)(Cl)Cl (configuration not stated)	3%	8%	-2%	-3%	-3%	6%	-2%	-2%	-5%	0%	1%
COc1cc(OC)c(OC)cc1CNCCc1ccc(OC)c(OC)c1	0%	/	-1%	-3%	4%	-19%	2%	-13%	-3%	-9%	3%
Nc1cc(C(=O)Nc2ccc(Cl)cc2)ccc1N1CC2CC(C1)c1cccc(=O)n1C2 (configuration not stated)	-2%	-5%	-8%	-3%	14%	-3%	-23%	-13%	6%	2%	-2%
COc1cccc(N2C(=O)NC(=O)C3(Cc4cc(C)ccc4N(C)C3)C2=O)c1 (configuration not stated)	-1%	-1%	9%	0%	-5%	-7%	-28%	-1%	2%	5%	-2%

(cont.)
compound	FLuc counter	uPA surface inh	Rab9 prom act	NPC1 prom act	MLL CXXC-DNA inh	RORg inh	BRCA1 expr act	p53 reactivation	MBNL1-CUG inh	ELG1 genotox	VP16 counter
CN(C)P1(N(C)C)=NC(C(F)(F)F)=NC(C(F)(F)F)=N1	0%	4%	6%	7%	2%	1%	23%	3%	-7%	0%	-11%
Cn1cc(C(=O)c2ccccc2)c2ccccc21	-13%	-8%	-1%	0%	-1%	23%	0%	0%	0%	1%	12%
NC(Cc1cc(O)c(O)cc1O)C(=O)O (configuration not stated)	-8%	/	-1%[46.1 µM]	0%[46.1 µM]	?	/	-7%	-5%	/	-12%	/
Nc1ccccc1C(=O)OC1CSC1	-1%	7%	15%	-5%	-5%	-5%	-6%	-4%	-9%	3%	11%
COC(=O)C1=C(c2ccc(OC)c(OC)c2)C[C@@H]2CC[C@H]1N2C(=O)N1CCCC1	-2%	-6%	-1%	-4%	/	/	5%	-3%	/	-1%	/
COC(=O)C1=C(c2ccc3ccccc3c2)C[C@@H]2CC[C@H]1N2C(=O)N1CCC(C)CC1	1%	-9%	0%	-8%	/	/	-37%	-1%	/	-1%	/
CCOc1ccccc1N1C(=O)CC(=O)NC1=O	7%	10%	-6%	-2%	0%	-1%	16%	16%	2%	1%	0%
O=C(/C=C/c1ccccc1)NCCc1cnc[nH]1	-4%	-2%	1%	8%	-20%	-20%	0%	30%	5%	-3%	?
O=C(CSc1nnc(NC(=O)c2cc(Br)ccc2Cl)s1)NCC1CCCO1 (configuration not stated)	?	-1%	2%	11%	4%	3%	9%	24%	4%	0%	-3%
N#CC(C#N)=NNc1ccc([N+](=O)[O-])cc1	17µM*	13%	-7%	0%	?	?	-58%	?	?	-11%	?

More results follow:
compound	FLuc counter	uPA surface inh	Rab9 prom act	NPC1 prom act	MLL CXXC-DNA inh	RORg inh	BRCA1 expr act	p53 reactivation	MBNL1-CUG inh	ELG1 genotox	VP16 counter
CC(=O)c1ccc(NC(=O)c2cc(CC(C)C)on2)cc1	?	-11%	0%	5%	5%	43%	60%	6%	?	18µM*	25%
CCOP(=O)(Oc1ccccc1)c1c([N+](=O)[O-])cc(C(F)(F)F)cc1[N+](=O)[O-] (configuration not stated)	-1%	2%	0%	-2%	-4%	-1%	-2%	-2%	?	-2%	-12%
c1nc2nc3c(c(N4CCNCC4)n2n1)CCCC3	-1%	5%	-12%	-1%	-12%	?	-10%	-2%	2%	-2%	2%
Cc1ncsc1CCCl	/	/	7%[46.1 µM]	3%[46.1 µM]	-2%	11%[10 µM]	/	/	/	/	-1%&3%
COc1ccc(N/N=C/c2c(O)n(-c3cccc(C)c3)c(=O)[nH]c2=O)cc1	3%	?	-5%	-1%	-7%	4%	-27%	-1%	?	2%	3%
Cc1cc(C)n2c(Br)c(CN3CC4CC(C3)c3cccc(=O)n3C4)nc2n1 (configuration not stated)	3%	-2%	-3%	-1%	1%	7%	-10%	-2%	-6%	0%	0%
CCCN(CCC)[C@@H]1CCc2ccc(O)cc2C1	/	/	5%[46.1 µM]	8%[46.1 µM]	9%	3%	/	/	/	/	-12%
C=CCN1C(=O)NC(=O)/C(=C/c2ccoc2)C1=O	-2%	1%	-1%	-1%	2%	34%	-8%	-1%	?	7%	-2%
CCN(CC)C(=O)Oc1ccc(NC(=O)N2CCOCC2)cc1	-1%	4%	7%	-1%	20%	28%	-2%	2%	-2%	0%	3%
CC(=O)Nc1ccc(S(=O)(=O)NC(CC(=O)N2CCC3(CC2)OCCO3)C(C)C)cc1 (configuration not stated)	4%	5%	-1%	-1%	4%	-12%	-27%	2%	-2%	-3%	3%

New compounds follow
compound	FLuc counter	uPA surface inh	Rab9 prom act	NPC1 prom act	MLL CXXC-DNA inh	RORg inh	BRCA1 expr act	p53 reactivation	MBNL1-CUG inh	ELG1 genotox	VP16 counter
CC1(C)COC(Nc2cccc(Cl)c2)=N1	0%	-7%	3%	-4%	6%	-41%	20%	12%	-1%	3%	8%
Cc1cc(C(=O)OCC(=O)Nc2cccc(F)c2)c(C)n1C1CC1	-10%	-18%	-5%	1%	/	/	2%	?	/	1%	/
Cc1oc(-c2ccc(F)cc2F)nc1CN1C[C@@H]2C[C@@H](C1)c1cccc(=O)n1C2	-4%	-4%	1%	-1%	-2%	20%	-25%	-1%	-3%	-2%	-9%
O=C1NC(=S)N(C2CC2)C(=O)/C1=C/c1ccc2c(c1)CCN2CCCCl	19µM*	1%	-1%	0%	-5%	-8%	-14%	-2%	37%[activator]	?	-1%
O=C(/C=C/c1cccs1)c1cc(Cl)ccc1OC(=O)N1CCOCC1	0%	-9%	-9%	-3%	-11%	?	-60%	-1%	8%	-27%	-11%[0.365 µM]
